HT1080 IDH1KD tx: qHTS for induction of synthetic lethality in tumor cells producing 2HG: qHTS for the HT-1080-IDH1KD cell line; HT-1080 IDH1 knockdown viability, ATP luminescence, 48 h; Potency, µM (series often up to 46.1 µM), for inactives: at the top dose activity, negative = toxicity, most hits filed as cytotoxic; 2% of 360,000 active; AID 686971, 2013;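 further: potency means the concentration at half of the fitted maximal effect; 0% = DMSO wells and -100% = cell-free medium wells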
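Cytotoxicity counter-line: IDH1KD HT-1080, 48 h, CellTiter-Glo. Curves classed by r2, magnitude and activity.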
MCF10A rereplic: A quantitative high throughput screen for small molecules that induce DNA re-replication in MCF 10a normal breast cells | 2.9% of 350,000 active | AID 624296, 2012 | Potency, µM (titrated, usually from 46.1 µM), without a hit: at the highest dose activity, positive = re-replication, hits mostly activators | MCF 10A DNA re-replication, Hoechst nuclear intensity, 48 h; further: potency means the concentration at half of the fitted maximal effect; % of control where 0% means no effect; nearly all actives have a fitted effect of over 50% in size
SW480 rereplic: A quantitative high throughput screen for small molecules that induce DNA re-replication in SW480 colon adenocarcinoma cells | SW480 DNA re-replication, Hoechst DNA content imaging, 48 h | Potency, µM (highest dose often 46.1 µM), for inactives: at the top dose re-replication activation, hits mostly activators | 1.8% of 340,000 active | AID 624297, 2012; further: potency means the concentration at half of the fitted maximal effect; % of control where 0% means no effect; nearly all actives have a fitted effect of over 55% in size
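First, 250 cells per well were seeded. Next, compound or vehicle (23 nL) was pinned in, plates sat 48 hr at 37 C. Finally Hoechst was added for 40 min before fluorescence scanning.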
IL-1B inflam inh: qHTS for Inhibitors of Inflammasome Signaling: IL-1-beta AlphaLISA Primary Screen | THP-1 LPS/ATP IL-1B secretion, AlphaLISA, 16 h; stronger effect = lower value | activity change, % at 57.5 µM | 4.7% of 360,000 active | AID 743279, 2014; in the data active means activity change below about -50%; inconclusive means mostly about -30% to -49%; further: on the % scale 0 is the no-effect control and ±100 the full control effect
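THP-1 cells pretreated 1 hr with compounds (up to 57.5 uM final), then stimulated with LPS (250 ng/mL final) plus ATP (1.25 mM final); secreted IL-1B measured by AlphaLISA after 16 hr, decreased signal indicating inhibition.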
ATXN viability: Viability Counterscreen for Primary qHTS for Inhibitors of ATXN expression. 0.49% of 400,000 active. AID 651635, 2014. Potency, µM (highest dose often 56.7 µM), hits mostly cytotoxic. S2 cells (HEK-293 line with an ATXN2-luciferase reporter) viability, CellTiter-Fluor protease fluorescence, 24 h; further: potency means the concentration at half of the fitted maximal effect; nearly all actives have a fitted effect of over 40% in size
ATXN2 expr inh: Primary qHTS for Inhibitors of ATXN expression; HEK-293 ATXN2-luciferase reporter, luminescence, 24 h; Potency, µM (series often up to 57 µM), for inactives: at the top dose activity change, negative = inhibition, actives largely listed as inhibitors; 0.72% of 360,000 active; further: potency means the concentration at half of the fitted maximal effect; on the % scale 0 is the no-effect control and ±100 the full control effect; nearly all actives have a fitted effect of over 55% in size
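qHTS (up to 57 uM final) was run with 24 h compound exposure of reporter cells at 37 °C. Each well was multiplexed: SteadyGlo luminescence measured ATXN2-luciferase expression after a fluorogenic Gly-Phe-AFC viability readout (25 uM final).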
KB-V1 MDR tox: qHTS assay for MDR1-selective chemotherapeutics: Primary screen using the drug-selected MDR subline cells KB-V1; KB-V1 MDR cells viability, CellTiter-Glo, 72 h; Potency, µM (series often up to 46.1 µM), for inactives: at the top dose activity change, negative = cytotoxicity, actives largely listed as cytotoxic; 3.4% of 400,000 active; further: potency means the concentration at half of the fitted maximal effect; on the % scale 0 is the no-effect control and ±100 the full control effect; nearly all actives have a fitted effect of over 60% in size
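KB-V1, DMEM (no phenol red) + 10% FBS; cpd pin-transferred, titration series; 72 h, 37 degrees C; CellTiter-Glo, luminescence. Data normalized, curve-fit.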
KB-3-1 cytotox: qHTS assay for MDR1-selective chemotherapeutics: Primary screen using the parental adenocarcinoma cell KB-3-1; 1.4% of 400,000 active; AID 1347075, 2019; Potency, µM (top dose mostly 46.1 µM), for the others: top-dose activity change, negative = cytotoxic, most hits filed as cytotoxic; KB-3-1 viability, CellTiter-Glo ATP luminescence, 72 h; further: potency means the concentration at half of the fitted maximal effect; on the % scale 0 is the no-effect control and ±100 the full control effect; nearly all actives have a fitted effect of over 60% in size
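Here the drug-naive KB-3-1 line serves as comparator for MDR sub-line selectivity; cells received compound titrations, 72 h at 37 °C, then CellTiter-Glo readout.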
HT1080-NT tox: qHTS for induction of synthetic lethality in tumor cells producing 2HG: qHTS for the HT-1080-NT fibrosarcoma cell line; Potency, µM (doses to about 46.1 µM), without a hit: at the top dose activity, negative = less viability, hits mostly cytotoxic; 1.6% of 360,000 active; AID 686970, 2013; HT-1080-NT fibrosarcoma viability, CellTiter-Glo ATP luminescence, 48 h;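 further: NT is the 2HG producing partner of a matched IDH1 knockdown line; potency means the concentration at half of the fitted maximal effect; 0% = DMSO-treated cells and -100% = media-only wells without cells; nearly all actives have a fitted effect of over 55% in size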
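Read-out is CellTiter-Glo luminescence after 10 minutes at room temperature, following 48 hours' compound treatment of HT-1080-NT cells (750 cells/well, RPMI, 5% FBS, 37 degrees C).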
The depositor's hits bear a star; & = joins results of further samples; ! = repeats disagree; [ ] = another dose, or the depositor's remark. Unless noted, the call rests on the fitted dose curve; in most records, active means well fitted curve in the direction sought with a large enough effect; inconclusive means small, poorly fitted or top-dose-only effect, or another doubt; inactive means no such curve, though single readings can be large; an effect the other way counts as inactive or inconclusive.

Preview (2 entries):
How did CC1(C)CC(=O)C=C(NNC(=O)c2ccc(N)cc2)C1 do in these assays?
HT1080 IDH1KD tx: 18%; MCF10A rereplic: -4%; SW480 rereplic: 0%; IL-1B inflam inh: 6; ATXN viability: inactive; ATXN2 expr inh: 4%; KB-V1 MDR tox: 0%; KB-3-1 cytotox: 0%; HT1080-NT tox: 24%

What do the screens show for `COC(=O)c1c(C)[nH]c(C(=O)C(C)OC(=O)c2ccco2)c1C` (configuration not stated)?
HT1080 IDH1KD tx: 9%; MCF10A rereplic: 10%; SW480 rereplic: 1%; IL-1B inflam inh: 0; ATXN viability: inconclusive; KB-V1 MDR tox: inconclusive; KB-3-1 cytotox: -4%; HT1080-NT tox: -3%

Results, from the start:
How did CC1(C)CC(=O)C=C(NNC(=O)c2ccc(N)cc2)C1 do in these assays?
HT1080 IDH1KD tx: 18%; MCF10A rereplic: -4%; SW480 rereplic: 0%; IL-1B inflam inh: 6; ATXN viability: inactive; ATXN2 expr inh: 4%; KB-V1 MDR tox: 0%; KB-3-1 cytotox: 0%; HT1080-NT tox: 24%

What do the screens show for `COC(=O)c1c(C)[nH]c(C(=O)C(C)OC(=O)c2ccco2)c1C` (configuration not stated)?
HT1080 IDH1KD tx: 9%; MCF10A rereplic: 10%; SW480 rereplic: 1%; IL-1B inflam inh: 0; ATXN viability: inconclusive; KB-V1 MDR tox: inconclusive; KB-3-1 cytotox: -4%; HT1080-NT tox: -3%

What do the screens show for `CCC(=O)NCCSc1c[nH]c2ccccc12`?
HT1080 IDH1KD tx: -7%; MCF10A rereplic: -2%; SW480 rereplic: 2%; IL-1B inflam inh: 14; ATXN viability: inactive; ATXN2 expr inh: -15%; KB-V1 MDR tox: 24%; KB-3-1 cytotox: 3%; HT1080-NT tox: 0%

How did CC(=O)N1C(C)(C)CC(=NOC(=O)c2ccc(C)cc2)CC1(C)C do in these assays?
HT1080 IDH1KD tx: 8%; MCF10A rereplic: 2%; SW480 rereplic: -3%; IL-1B inflam inh: 48; ATXN viability: inactive; ATXN2 expr inh: 5%; KB-V1 MDR tox: -3%; KB-3-1 cytotox: -5%; HT1080-NT tox: 6%

What do the screens show for `CCOc1ccc(/C=N/NC(=O)c2ccncc2)cc1OC`?
HT1080 IDH1KD tx: -4%; IL-1B inflam inh: 11; ATXN viability: inactive; KB-V1 MDR tox: 3%; KB-3-1 cytotox: -7%; HT1080-NT tox: 2%

Results for Cn1c(=O)c(=O)n(C)c2cc(S(=O)(=O)Nc3ccc4c(c3)OCCO4)ccc21 ?
HT1080 IDH1KD tx: 1%; MCF10A rereplic: 14%; SW480 rereplic: 0%; IL-1B inflam inh: 19; ATXN viability: inactive; ATXN2 expr inh: inconclusive; KB-V1 MDR tox: 16%; KB-3-1 cytotox: inconclusive; HT1080-NT tox: -10%

What do the screens show for `O=C(COC(=O)CCSc1ccccc1)NCc1ccc(F)cc1`?
HT1080 IDH1KD tx: 6%; MCF10A rereplic: 1%; SW480 rereplic: -1%; IL-1B inflam inh: 62; ATXN viability: inactive; ATXN2 expr inh: -24%; KB-V1 MDR tox: 4%; KB-3-1 cytotox: 2%; HT1080-NT tox: 0%

What do the screens show for `Cc1ccc(NC(=O)C2CCCN(S(=O)(=O)c3cccc4nsnc34)C2)cc1C` (configuration not stated)?
ATXN viability: inactive; ATXN2 expr inh: -14%; KB-V1 MDR tox: -10%; KB-3-1 cytotox: -4%

How did CC(C)(C)[C@@H]1CCC(=O)N(CC[C@H](N=[N+]=[N-])c2ccccc2)CC1 do in these assays?
HT1080 IDH1KD tx: 1%; MCF10A rereplic: 21µM*; SW480 rereplic: -1%; IL-1B inflam inh: -24; ATXN viability: inconclusive; ATXN2 expr inh: 10%; KB-V1 MDR tox: 21µM*!; KB-3-1 cytotox: 9%&-28%; HT1080-NT tox: 2%

Results for CC#CCN1C(=O)N[C@@H](c2ccccc2)C(C(=O)OC)=C1C ?
HT1080 IDH1KD tx: 7%; MCF10A rereplic: -2%; SW480 rereplic: -3%; IL-1B inflam inh: 10; ATXN viability: inactive; ATXN2 expr inh: -1%; KB-V1 MDR tox: -3%; KB-3-1 cytotox: 20%; HT1080-NT tox: 9%

Results for CCc1ccccc1Nc1cc(C(=O)NCCc2ccccc2)c2ccccc2n1 ?
ATXN viability: inconclusive; ATXN2 expr inh: inconclusive; KB-V1 MDR tox: -13%; KB-3-1 cytotox: -15%

Results for CCc1ccc(NC(=O)c2ccc(F)c(S(=O)(=O)NCC3COc4ccccc4O3)c2)cc1 (configuration not stated) ?
HT1080 IDH1KD tx: -19%; MCF10A rereplic: 25%; SW480 rereplic: 7%; IL-1B inflam inh: -70*; ATXN viability: inconclusive; ATXN2 expr inh: inconclusive; KB-V1 MDR tox: 3.3µM*; KB-3-1 cytotox: inconclusive; HT1080-NT tox: -11%

Results for CCCCNC(=O)c1ccc(SCC(=O)N(CC)CC)c([N+](=O)[O-])c1 ?
HT1080 IDH1KD tx: 1%; MCF10A rereplic: 1%; SW480 rereplic: -3%; IL-1B inflam inh: 4; ATXN viability: inactive; ATXN2 expr inh: 6%; KB-V1 MDR tox: inconclusive; KB-3-1 cytotox: inconclusive; HT1080-NT tox: -11%

Results for CCOC(=O)C1CCCN(C(=O)CSc2nccn2C)C1 (configuration not stated) ?
HT1080 IDH1KD tx: 6%; MCF10A rereplic: 0%; SW480 rereplic: -5%; IL-1B inflam inh: 37; ATXN viability: inactive; ATXN2 expr inh: -2%; KB-V1 MDR tox: 17%; KB-3-1 cytotox: 8%; HT1080-NT tox: 8%

What do the screens show for `COc1ccc(NC(=O)CSC2=Nc3ccccc3N=C(c3ccc(F)cc3)C2)cc1OC`?
ATXN viability: inconclusive; ATXN2 expr inh: 16%; KB-V1 MDR tox: -13%; KB-3-1 cytotox: 6%

How did O=c1cc(N2CCN(c3ccccc3F)CC2)[nH]c(=O)n1-c1ccc(Br)cc1 do in these assays?
HT1080 IDH1KD tx: 15%; MCF10A rereplic: 1%; SW480 rereplic: -15%; IL-1B inflam inh: 22; ATXN viability: inactive; ATXN2 expr inh: -9%; KB-V1 MDR tox: -15%; KB-3-1 cytotox: -1%; HT1080-NT tox: 3%

What do the screens show for `CCc1sc(C(=O)Nc2nccs2)cc1C`?
HT1080 IDH1KD tx: -2%; MCF10A rereplic: 10%; SW480 rereplic: -9%; IL-1B inflam inh: inconclusive; ATXN viability: inactive; ATXN2 expr inh: 1%; KB-V1 MDR tox: -24%; KB-3-1 cytotox: -1%; HT1080-NT tox: 2%

What do the screens show for `O=[N+]([O-])c1ccc(Cc2ccncc2)cc1`?
HT1080 IDH1KD tx: -2%; MCF10A rereplic: -3%; SW480 rereplic: 4%; IL-1B inflam inh: 8; ATXN viability: inactive; ATXN2 expr inh: -12%; KB-V1 MDR tox: 5%; KB-3-1 cytotox: 10%; HT1080-NT tox: -3%

What do the screens show for `CC(C)[C@H](NC(=O)c1cccc(CN(Cc2ccccc2)C(=O)/C=C/c2ccccc2)c1)C(=O)O`?
HT1080 IDH1KD tx: -18%; MCF10A rereplic: 4%; SW480 rereplic: -2%; IL-1B inflam inh: 13; ATXN viability: inactive; ATXN2 expr inh: -1%; KB-V1 MDR tox: 19%; KB-3-1 cytotox: 14%; HT1080-NT tox: -20%

Results for CC(C)N(C#N)c1nc(N2CCOCC2)nc(N2CCOCC2)n1 ?
HT1080 IDH1KD tx: -10%; MCF10A rereplic: -11%; SW480 rereplic: -7%[9.22 µM]; IL-1B inflam inh: inconclusive; ATXN viability: inactive; ATXN2 expr inh: -1%; KB-V1 MDR tox: inconclusive; KB-3-1 cytotox: -3%; HT1080-NT tox: -10%

How did COc1ccc(CNC(=O)Cn2c(=O)cc(C)c3c(C)nn(-c4cccc(Cl)c4C)c32)cc1 do in these assays?
ATXN viability: inactive; ATXN2 expr inh: -3%; KB-V1 MDR tox: -3%; KB-3-1 cytotox: 4%

How did CCc1nc(N)c(C#N)c(-c2ccc(F)cc2)c1C do in these assays?
HT1080 IDH1KD tx: 6%; MCF10A rereplic: -2%; SW480 rereplic: -5%[9.22 µM]; IL-1B inflam inh: 9; ATXN viability: inactive; ATXN2 expr inh: -1%; KB-V1 MDR tox: -4%; KB-3-1 cytotox: 5%; HT1080-NT tox: 5%

How did Cc1ccc(CNC(=O)CN2C(=O)C3(OCCCO3)c3ccccc32)cc1 do in these assays?
HT1080 IDH1KD tx: -24%; MCF10A rereplic: 2%; SW480 rereplic: 0%; IL-1B inflam inh: 12; ATXN viability: inconclusive; ATXN2 expr inh: 0%; KB-V1 MDR tox: -10%; KB-3-1 cytotox: 8%; HT1080-NT tox: 10%

How did COc1ccc(/C=C/C(=O)c2ccc(NC3=NCCCS3)cc2)cc1OC do in these assays?
HT1080 IDH1KD tx: inconclusive; MCF10A rereplic: inconclusive; SW480 rereplic: inconclusive; IL-1B inflam inh: -109*; ATXN viability: inactive; ATXN2 expr inh: -13%; KB-V1 MDR tox: inconclusive; KB-3-1 cytotox: 15%; HT1080-NT tox: inconclusive

What do the screens show for `COc1ccc(NC(=O)c2ccccc2N2C(=O)C3C4C=CC(C5CC45)C3C2=O)c(OC)c1` (configuration not stated)?
HT1080 IDH1KD tx: 10%; MCF10A rereplic: 2%; SW480 rereplic: -16%; IL-1B inflam inh: 0; ATXN viability: inactive; ATXN2 expr inh: 6%; KB-V1 MDR tox: -16%; KB-3-1 cytotox: 18%; HT1080-NT tox: 13%

Screens as filed in PubChem BioAssay.
